STK33 inh: blocks human STK33 kinase activity. Q9BYT3. purified STK33, MBP phosphorylation, ADP-Glo luminescence. inhibition, % at 10 µM. 0.073% of 320,000 active;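 active = inhibition at or above 25%, using the most active replicate where run in duplicate; inactive = inhibition below 25%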
Target sequence (Q9BYT3 whole entry, looked up): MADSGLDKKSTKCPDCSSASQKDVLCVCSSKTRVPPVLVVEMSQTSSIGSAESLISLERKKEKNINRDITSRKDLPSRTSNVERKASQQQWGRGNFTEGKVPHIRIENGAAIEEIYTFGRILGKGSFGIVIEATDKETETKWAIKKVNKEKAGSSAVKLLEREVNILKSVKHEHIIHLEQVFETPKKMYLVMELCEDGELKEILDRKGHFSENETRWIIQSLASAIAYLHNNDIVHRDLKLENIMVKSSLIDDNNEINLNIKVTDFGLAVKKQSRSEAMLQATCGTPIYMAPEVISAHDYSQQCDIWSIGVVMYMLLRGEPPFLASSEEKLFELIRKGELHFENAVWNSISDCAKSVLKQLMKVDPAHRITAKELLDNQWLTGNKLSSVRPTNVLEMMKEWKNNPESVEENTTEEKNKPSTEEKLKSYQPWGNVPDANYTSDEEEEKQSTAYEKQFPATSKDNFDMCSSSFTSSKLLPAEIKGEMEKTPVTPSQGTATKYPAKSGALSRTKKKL
OX1R antag-1: antagonists of human orexin 1 receptor (OX1R); OX1R-expressing cells, FRET antagonist read-out; inhibition, % at 6.6 µM; 1.8% of 330,000 active; AID 485270; in the data active = inhibition mostly above about 38%, no sharp cut-off; inactive = mostly below about 40%;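 note: 0% = agonist challenge alone and 100% = reference antagonist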
OX1R antag-2: human HCRTR1 antagonism. O43613. CHO/OX1R cells, Fluo-8 calcium fluorescence, orexin A. AID 434989. inhibition, % at 5 µM. 0.43% of 330,000 active;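 active = inhibition above its plate's threshold, mean inhibition of all tested compounds on the plate plus 3 SD, cut at about 37% in these data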;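 note: 0% = orexin A challenge wells and 100% = SB-334867-A antagonist wells; not every result past the cut was called active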
* marks the source's active call; other numbers are inactive results; . = no result given.

STK33 inh	OX1R antag-1	SMILES	OX1R antag-2
-1.1	18	CCc1c(C(=O)N2CCN(c3ccccc3F)CC2)[nH]c(C)c1C(C)=O	-25
-2.5	1	CC12CCC(=O)N1C(C(=O)NNC(=O)c1ccc(Br)cc1)CS2 (stereo not drawn)	-5
-0.8	17	C=CCNC(=O)CC1Nc2c3ccccc3nc(=S)n2C1=O (stereo not drawn)	-14
-2.1	27	CCCN1CCC(=NNc2ccc(S(=O)(=O)N(CC)CC)cc2[N+](=O)[O-])CC1	-14
0.2	16	N/C(Cc1ccc(Cl)cc1)=N\OC(=O)Cc1ccc([N+](=O)[O-])cc1	-1
-1.6	6	COc1ccccc1N1CCN(C(=O)CCc2ccccc2)CC1	-35
-1.5	4	CCN(CC)CCNC(=O)C12CC3CC(CC(C3)C1)C2	12
1.5	10	CCN(CC(=O)Nc1ccc2c(c1)OCO2)Cc1nc2ccccc2c(=O)[nH]1	-23
0.3	8	Cc1cc(OC(=O)C(C)(C)C)c([N+](=O)[O-])c(=O)[nH]1	-4
1.2	135*	COc1ccc(/C(O)=C2/C(=O)C(=O)N(CCN3CCOCC3)C2c2ccccn2)cc1OC (stereo not drawn)	-10
-1.1	-4	COc1ccc([C@@H]2[C@H]3C(=O)N(c4cccc(C(F)(F)F)c4)C(=O)[C@H]3ON2C)cc1	-12
-2.1	-2	O=C(CSc1nnnn1-c1ccccc1)NCC1(N2CCCCC2)CCCCC1	-1
-0.9	0	COC(=O)c1cccc(NS(C)(=O)=O)c1	3
1.0	-6	Cc1c(C)c2ccc(O)c(CN3CCCC3)c2oc1=O	-18
-0.2	13	COc1ccc(Sc2cc(C(F)(F)F)nc(-c3ccccn3)n2)cc1	-22
0.4	3	CS(=O)(=O)Nc1ccccc1NS(C)(=O)=O	10
0.1	5	CCCCOc1ccc(C(=O)NC(=S)Nc2ccc(CN3CCOCC3)cc2)cc1	-20
0.5	15	CC(Sc1nc2ncc(Cl)cc2[nH]1)C(=O)NC1(C#N)CCCCC1 (stereo not drawn)	-98
0.1	15	Cc1ccc(CNC(=O)CCNC(=O)c2ccco2)cc1	6
-1.6	4	COc1cccc(C(=O)COC(=O)c2cccs2)c1	-11
-0.5	8	Cc1ccc(N(CC(=O)Nc2ccc(C)cc2C)S(=O)(=O)N2CCCC2)cc1	-28
-0.6	17	COc1ccc(S(=O)(=O)N2CCC(C(=O)NCc3ccccc3)CC2)cc1OC	-15
2.0	15	COc1ccc(C(=O)CSc2n[nH]c(N)n2)cc1	-18
-1.1	13	CCNS(=O)(=O)c1ccc(C(=O)OCc2cc(=O)oc3cc(OC)ccc23)cc1	-15
0.0	31	CC(C)N(Cc1nccn1C)C(=O)c1cc(COc2ccc(F)cc2Cl)on1	-13

Fetched one by one from the entries so far, five records:
STK33 inh	OX1R antag-1	SMILES	OX1R antag-2
0.4	3	CS(=O)(=O)Nc1ccccc1NS(C)(=O)=O	10
0.1	5	CCCCOc1ccc(C(=O)NC(=S)Nc2ccc(CN3CCOCC3)cc2)cc1	-20
0.1	15	Cc1ccc(CNC(=O)CCNC(=O)c2ccco2)cc1	6
-1.6	4	COc1cccc(C(=O)COC(=O)c2cccs2)c1	-11
-1.5	4	CCN(CC)CCNC(=O)C12CC3CC(CC(C3)C1)C2	12

The results go on.
STK33 inh	OX1R antag-1	SMILES	OX1R antag-2
-0.6	5	CCCCc1ccc(NC(=S)NCc2cccs2)cc1	-7
-0.2	10	CCOc1ccc(C(=O)/C=C/c2cc(OC)c(OC)c(OC)c2)cc1	-38
0.1	10	CCC(C)Nc1nc(-c2c[nH]c3ccccc23)cs1 (stereo not drawn)	-25
-1.8	31	CC(=O)Nc1ccc(NC(=O)C(C)OC(=O)CNS(=O)(=O)c2ccc(Br)cc2Cl)cc1 (stereo not drawn)	-10
-0.3	0	Oc1cccc2ccc(N3CCOCC3)nc12	-5
-0.8	10	Cc1ccc(CS(=O)Cc2ccc(C(=O)N3CCN(c4ccccn4)CC3)o2)cc1 (stereo not drawn)	-11
0.3	17	C=CCc1cccc(CNc2c(C)n(C)n(-c3ccccc3)c2=O)c1O	2
-0.1	5	CC1=CC(C)(C)n2c(O)c(N=N)c3c(C)c(C)cc1c32	-27
-1.2	-4	CC[C@]12c3[nH]c4ccccc4c3CCN1C(=O)C(CC(=O)NCc1ccco1)C[C@@H]2C(=O)N1CCN(C(=O)C2CC2)CC1 (stereo partly drawn)	12
-1.2	49	CC(OC(=O)CNS(=O)(=O)c1ccc2ccccc2c1)C(=O)N(C)c1ccccc1 (stereo not drawn)	-12
-1.0	7	COc1cc2cc(C(=O)N3CCc4ccccc4C3)[nH]c2cc1OC	-24
-1.2	8	CN(C)C(CNC(=O)CSC(=S)N1CCCC1)c1ccccc1 (stereo not drawn)	-29
-1.6	14	CC(C)C(O)(CC#CCN1CCCC1)c1ccccc1 (stereo not drawn)	-4
2.2	7	COc1ccc(CCNC(=O)CCNC(=O)c2ccco2)cc1OC	-16
-1.3	13	Cc1ccc(C)c(-c2nnc(NC(=O)CS(=O)(=O)c3ccccc3)o2)c1	-33
-1.1	11	CCOc1ccc(/C=N/N2C(=O)C(CC(=O)Nc3ccc(F)cc3F)SC2=NC)cc1OC (stereo not drawn)	-1
1.1	7	O=C(NCC1CCCO1)C1CCN(C2CCN(C(=O)Cc3ccsc3)CC2)CC1 (stereo not drawn)	-28
-0.6	18	O=C(NCc1ccco1)/C(=C/c1cccnc1)NC(=O)c1ccco1	-13
-5.2	13	O=C(CC1C(=O)NCCN1C(=S)Nc1ccccc1)Nc1ccc2c(c1)OCCO2 (stereo not drawn)	-12
-1.3	9	O=C(Nc1cc(S(=O)(=O)Nc2ccc(Cl)cc2)ccc1O)c1ccc(F)cc1F	5
-1.1	29	O=C(Nc1cccc(S(=O)(=O)NCc2ccco2)c1)c1ccc(Cl)cc1	10
-0.1	17	O=C(CCN1C(=O)c2cccc3cccc(c23)C1=O)Nc1ccccc1	-14
-1.8	22	COc1ccc(-c2csc(NC(=O)C3CC(=O)N(c4ccc5c(c4)OCCO5)C3)n2)cc1 (stereo not drawn)	3
-1.7	6	CN(C)S(=O)(=O)N(CC(=O)N1CCN(c2ccccc2F)CC1)c1ccccc1	-8
-0.8	10	Cc1nc(N2CCOCC2)nc(OCCN(C)C)c1[N+](=O)[O-]	-11

Of the compounds above, these contain two or more sulfur atoms.
STK33 inh	OX1R antag-1	SMILES	OX1R antag-2
0.4	3	CS(=O)(=O)Nc1ccccc1NS(C)(=O)=O	10
-0.6	5	CCCCc1ccc(NC(=S)NCc2cccs2)cc1	-7
-1.2	8	CN(C)C(CNC(=O)CSC(=S)N1CCCC1)c1ccccc1 (stereo not drawn)	-29

Carrying on.
STK33 inh	OX1R antag-1	SMILES	OX1R antag-2
-0.4	3	Cc1ccc(-c2nc3ncccc3o2)cc1NC(=O)c1ccccc1	-32
-0.1	4	Cc1c([N+](=O)[O-])c2ccc(O)cc2n1-c1ccccc1	-14
-0.6	15	CC(=N\O)/C(CN(C)C)=N/O	1
0.4	0	CCc1c(O)nc(N2CCN(Cc3ccccc3)CC2)[nH]c1=O	-11
-0.1	10	CC(C)Nc1nc(Oc2ccc(=O)n(-c3ccccc3)n2)nc(N(C)C)n1	-42
-1.2	28	COc1cc(C(=O)NC(c2ccccc2)c2ccccc2)cc(OC)c1C	10
.	11	CC(NC(=O)CN1CCN(CC(=O)Nc2ccccc2Cl)CC1)c1ccc(Br)cc1 (stereo not drawn)	-21
-1.5	11	Cc1c(NC(=O)CN2C(=O)C(=O)N(Cc3ccccc3)C2=O)c(=O)n(-c2ccccc2)n1C	3

A few values from the entries so far:
Under OX1R antag-1, CC(=N\O)/C(CN(C)C)=N/O is entered as 15
Under STK33 inh, Cc1ccc(-c2nc3ncccc3o2)cc1NC(=O)c1ccccc1 is entered as -0.4
Under OX1R antag-1, Cc1c(NC(=O)CN2C(=O)C(=O)N(Cc3ccccc3)C2=O)c(=O)n(-c2ccccc2)n1C is entered as 11
Under OX1R antag-2, Cc1c([N+](=O)[O-])c2ccc(O)cc2n1-c1ccccc1 is entered as -14
Under OX1R antag-2, CCc1c(O)nc(N2CCN(Cc3ccccc3)CC2)[nH]c1=O is entered as -11
Under OX1R antag-2, CC(NC(=O)CN1CCN(CC(=O)Nc2ccccc2Cl)CC1)c1ccc(Br)cc1 (stereo not drawn) is entered as -21
Under OX1R antag-1, CC(C)Nc1nc(Oc2ccc(=O)n(-c3ccccc3)n2)nc(N(C)C)n1 is entered as 10

Screening results as filed in PubChem.
